# Assay outcomes (PubChem BioAssay)
# ANO1 block = TMEM16A chloride channel inhibitors, primary screen, cell-based, HTS. Anoctamin-1 (Mus musculus), Q8BHY3. HEK293 TMEM16A/YFP iodide influx fluorescence, ionomycin. normalized B-score (activity score, 25-100; higher = stronger inhibition) at 10 µM. actives 1.2% (n = 310,000). AID 588511, 2011;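 active = ratio plate-corrected score three or more library SD toward inhibition, starting fluorescence score within five deviations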;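 also: score derived from kinetic fluorescence span divided by baseline fluorescence per well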
# TRPC6 inhibitor = mouse TRPC6 channel inhibitors, primary screen, cell-based, HEK293, membrane potential dye; ACh-evoked depolarization; stronger effect = lower value; Short transient receptor potential channel 6 (Mus musculus), Q61143; actives 1.1% (n = 310,000); B-score at 10 µM;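 active = B-score under library mean minus 3 SD, initial fluorescence not abnormally high, positive integrated signal ratio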;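 also: B-score derived from integrated fluorescence ratio over the kinetic read; more negative B-score means stronger inhibition of depolarization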
# TRPC4 act = activators of mouse TRPC4 channel, primary screen, Fluo4 calcium, HEK293 TRPC4beta/mu-opioid cells | Short transient receptor potential channel 4 (Mus musculus), Q9QUQ5 | Fluo4 calcium fluorescence; stronger effect = higher value | B-score at 10 µM | actives 0.49% (n = 310,000) | AID 2237, 2010;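 active = B-score above 5 SD of library B-scores, and initial fluorescence ratio not above library mean plus 5 SD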;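 also: positive B-score marks a calcium rise read as TRPC4 activation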
#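 Assay system: HEK293 stable line with TRPC4beta plus mu-opioid receptor; schedule: 45 min room-temperature Fluo4 loading, 110 s read; technique: kinetic Fluo4 calcium fluorescence; evaluation: integrated baseline-normalised fluorescence ratio, converted to per-well B score; controls: buffer (low) and maximal DAMGO (high)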
# TRPC4 block = inhibitors of mouse TRPC4 channel, primary screen, Fluo4 calcium, HEK293 TRPC4beta/mu-opioid cells; B-score at 10 µM; actives 0.39% (n = 300,000); DAMGO-evoked Fluo4 calcium flux; stronger effect = lower value; Short transient receptor potential channel 4 (Mus musculus), Q9QUQ5;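 active = B-score over 3 SD under the library average, no early fluorescence shift, positive overall ratio signal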
#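 Material: HEK293 cells with stable TRPC4beta plus mu-opioid receptor expression; probe or stimulus: DAMGO in two steps, submaximal then maximal; technique: Fluo4 calcium fluorescence by kinetic imaging, 5 s 1 Hz baseline; measure: integrated fluorescence ratio relative to baseline, converted to per-well B score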
# RGS4 inh = RGS4 inhibitors, primary screen, cell-based, HEK293 M3R inducible RGS4, calcium flux | Fluo-4 calcium flux; stronger effect = higher value; triggered by carbachol at its EC20 | B-score at 10 µM | actives 0.45% (n = 310,000) | AID 463165, 2010;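 active = B-score, a plate-corrected calcium signal, over three deviations above library mean, with baseline fluorescence within five deviations of library mean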;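 also: RGS4 expression induced by doxycycline in cells with stable M3 receptor; B-score is computed from the integrated fluorescence ratio over baseline after carbachol; higher B-score means a larger calcium signal and so more RGS4 inhibition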
# Target sequence (P49798 whole entry, looked up): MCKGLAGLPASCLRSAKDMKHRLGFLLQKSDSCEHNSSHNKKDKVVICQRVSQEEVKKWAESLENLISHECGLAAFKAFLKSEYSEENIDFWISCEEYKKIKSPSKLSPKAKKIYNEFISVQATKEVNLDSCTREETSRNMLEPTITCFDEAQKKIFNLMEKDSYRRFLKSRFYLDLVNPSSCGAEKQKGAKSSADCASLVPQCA
# TRPC6 activator = mouse TRPC6 channel activators, primary screen, cell-based, HEK293, membrane potential dye | HEK293-TRPC6 membrane potential dye fluorescence; stronger effect = higher value | B-score at 10 µM | actives 0.13% (n = 310,000) | AID 2550, 2010;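 active = B-score of the integrated fluorescence ratio above library mean plus 3 SD, and starting fluorescence ratio within library mean plus 5 SD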;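 also: higher score means more depolarization so channel activation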
# MrgX1 antag = antagonists of human MrgX1 receptor, primary screen, HEK293 cells, Fluo-4 calcium flux | Mas-related G-protein coupled receptor member X1 (Homo sapiens), Q96LB2 | BAM8-22 antagonism; stronger effect = lower value | B-score at 10 µM | actives 1.3% (n = 310,000);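 active = calcium-response B-score plate-corrected more than 3 library SD below zero, starting fluorescence within 5 deviations, no agonist response on first addition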;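 also: peak minus trough fluorescence over baseline after final BAM8-22 challenge near maximal dose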
# Target sequence (Q96LB2 whole entry, looked up): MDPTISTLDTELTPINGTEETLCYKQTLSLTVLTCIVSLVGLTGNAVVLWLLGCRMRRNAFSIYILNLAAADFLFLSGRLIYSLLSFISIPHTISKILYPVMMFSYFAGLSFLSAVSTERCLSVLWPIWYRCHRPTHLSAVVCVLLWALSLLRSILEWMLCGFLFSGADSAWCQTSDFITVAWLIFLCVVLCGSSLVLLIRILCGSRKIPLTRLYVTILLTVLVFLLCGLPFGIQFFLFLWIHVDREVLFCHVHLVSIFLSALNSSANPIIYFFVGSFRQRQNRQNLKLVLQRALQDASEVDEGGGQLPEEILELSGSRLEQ
# TRPC4 potent = positive allosteric modulators of TRPC4, primary screen, cell-based, mouse TRPC4beta, HEK293 mu-opioid, Fluo-4 calcium | Short transient receptor potential channel 4 (Mus musculus), Q9QUQ5 | DAMGO EC20, Fluo-4 Ca2+ flux; stronger effect = higher value | B-score at 10 µM | actives 0.42% (n = 310,000) | AID 2227, 2009;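 active = B-score of calcium response area above 5 SD of library B-scores, with initial fluorescence ratio within 5 SD of library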;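 also: B-score of integrated fluorescence ratio over time as area under calcium response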
# ANO1 activ = TMEM16A chloride channel activators or potentiators, primary screen, cell-based, HTS. Anoctamin-1 (Mus musculus), Q8BHY3. HEK293 TMEM16A/YFP-H148Q/I152L, iodide quench fluorescence; stronger effect = lower value. actives 0.3% (n = 340,000). B-score at 10 µM;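 active = fluorescence-ratio B-score plate-corrected deviation score at least 3 library SD below zero, with starting fluorescence score within 5 deviations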;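 also: channel opened by trigger with iodide after compound preincubation; score built on the fluorescence ratio of max minus min over baseline; more negative score means more quench and so TMEM16A activation or potentiation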
# MrgX1 agonist = agonists of human MrgX1 receptor, primary screen, HEK293 cells, Fluo-4 calcium flux. Fluo-4 calcium fluorescence, agonist mode; stronger effect = higher value. B-score at 10 µM. actives 0.44% (n = 310,000);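 active = calcium response B-score plate-corrected fluorescence ratio at least 3 library SD, with starting fluorescence B-score inside 5 SD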
#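 System: HEK293 cells stably expressing human MrgX1 receptor; Dosing: test compound in the initial addition of three; Schedule: overnight plating, then 30 min 37 °C plus 30 min room-temperature dye loading; Detection: kinetic calcium dye fluorescence, Fluo-4 NW; Controls: per-plate positive and negative controls for Z′ factor.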
# MrgX1 PAM = positive allosteric modulators of MrgX1, primary screen, HEK293 cells, Fluo-4 calcium flux; FDSS; stronger effect = higher value; actives 0.63% (n = 310,000); Mas-related G-protein coupled receptor member X1 (Homo sapiens), Q96LB2; B-score at 10 µM; AID 588675, 2011;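 active = plate-corrected calcium response at least 3 library SD above typical, normal starting fluorescence, not activating the receptor alone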;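 also: compound read alongside a low EC10 to EC30 dose of BAM8-22 agonist; peak minus trough fluorescence over baseline measured at the second addition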
# The depositor's hits bear a star; i = inactive; x = not tested or not shown.
SMILES,ANO1 block,TRPC6 inhibitor,TRPC4 act,TRPC4 block,RGS4 inh,TRPC6 activator,MrgX1 antag,TRPC4 potent,ANO1 activ,MrgX1 agonist,MrgX1 PAM
COc1cc(/C=C2/SC(=S)N(CC(=O)O)C2=O)ccc1OC(=O)c1ccco1,i,i,i,i,i,i,i,i,-5.3*,i,i
S=C1N(c2ccccc2)CN(CCN2CCOCC2)CN1c1ccccc1,i,i,i,i,i,i,i,i,i,i,i
Cc1c(NC(=O)/C(C#N)=C/c2cccs2)c(=O)n(-c2ccccc2)n1C,i,i,i,i,i,i,i,i,i,i,i
CCN(CC)c1ccc(NC(=O)CN2CCN(CC(=O)Nc3ccccc3OC)CC2)cc1,i,i,i,i,i,i,i,i,i,i,i
Cc1cc(OC(=O)c2cccs2)ccc1C(C)C,i,i,i,i,i,i,i,i,i,i,i
Cc1ccc2c(c1)-c1c(cnn1CC(=O)N(CCC#N)c1ccccc1)CO2,i,i,i,i,i,i,i,i,i,i,i
Cc1cc(C)cc(NC(=O)CSc2nc(N)c(NC(=O)c3cccs3)c(=O)[nH]2)c1,i,i,i,i,i,i,i,i,i,i,i
N/C(=N\N=C\c1cccs1)SC1CC(=O)N(c2ccc(Br)cc2)C1=O (configuration not stated),i,i,i,i,i,i,i,i,i,i,i
Cc1n[nH]c(=S)n(/N=C/c2cccc([N+](=O)[O-])c2)c1=O,i,i,i,i,i,i,i,i,i,i,i
COc1ccc(CN2CCCC(CO)(Cc3ccc(F)cc3)C2)cc1C (configuration not stated),i,i,i,i,i,i,i,i,i,i,i
O=C(Nc1cccc(C(=O)O)c1)/C(=C\c1ccco1)NC(=O)c1ccccc1Cl,i,i,i,i,i,i,i,i,i,i,i
Cc1nn(C)c(Nc2ccc(Br)cc2)c1Br,100*,i,i,i,i,i,i,i,i,i,8.2*
O=C(c1cccc(Cl)c1)N1CCN(c2ccc(N3CCOCC3)nn2)CC1,i,i,i,i,i,i,i,i,i,i,i
CC(C)c1ccc(CN(C(=O)C2COc3ccccc3O2)C2CCS(=O)(=O)C2)cc1 (configuration not stated),i,i,i,i,i,i,i,i,i,i,i
O=C(O)c1nccnc1C(=O)Nc1ccc(Cl)cc1Cl,i,i,i,i,i,i,i,i,i,i,i
Cc1ccc(C)c(C(C)NC(=O)c2ccncc2)c1 (configuration not stated),i,i,i,i,i,i,i,i,i,i,i
Cc1ccc(-c2cnc(NC(=O)c3cccc(Br)c3)s2)c(C)c1,i,i,i,i,i,i,i,i,i,i,i
Cc1onc(-c2ccccc2)c1C(=O)Nc1ccon1,i,i,i,i,i,i,i,i,i,i,i
CCOC(=O)CC1=C(C(=O)OCC)C(c2cccs2)C(C#N)=C(N)O1 (configuration not stated),i,i,i,i,i,i,i,i,i,i,i
CCOC(=O)c1nnn(-c2ccc([N+](=O)[O-])cc2[N+](=O)[O-])c1C,i,i,i,i,i,i,i,i,i,i,i
CC(/C=C/c1ccccc1F)=N\NC(=O)C(C)C,i,i,i,i,i,i,i,i,i,i,i
Cn1nc(-c2ccccc2)c(COC(=O)c2cccc(Cl)c2)c1S(=O)(=O)c1ccccc1,i,i,i,i,i,i,i,i,i,i,i
O=C(CNCC1(N2CCOCC2)CCCCC1)Nc1ccc(Cl)cc1,i,i,i,i,i,i,i,i,i,74*,i
O=C(CN1CCN(Cc2ccccc2)CC1)Nc1ccc(-n2cnnn2)cc1,i,i,i,i,i,i,i,i,i,i,i
CCc1ccc(CNC(=O)CCCn2c(=O)c3cccn3c3cccnc32)cc1,i,i,i,i,i,i,i,i,i,i,i
O=Cc1c(N2CCN(c3cccc(Cl)c3)CC2)nc2ccccn2c1=O,i,i,i,i,i,i,i,i,i,i,i
O=C(c1ccco1)N1CCn2cccc2C1c1ccccc1 (configuration not stated),i,i,i,i,i,i,i,i,i,i,i
COc1ccc(NC(=O)Cn2c(=O)n(-c3ccccc3)c(=O)c3sccc32)c(OC)c1,i,i,i,i,i,i,i,i,i,i,i
CCN(CC(=O)Nc1ccc2c(c1)OC(F)(F)O2)Cc1nc2ccccc2c(=O)[nH]1,i,i,i,i,i,i,i,i,i,i,i
N#CCN1CCC(c2cc(-c3ccco3)n[nH]2)CC1,i,i,i,i,i,i,i,i,x,i,i
Cc1cc(/C=C2/NC(=O)NC2=O)c(C)n1C,i,i,i,i,i,i,i,i,i,i,i
COc1ccccc1N(CC(=O)NCc1ccccc1)C(=O)CCC(=O)Nc1cc(C)ccn1,i,i,i,i,i,i,i,i,i,i,i
CCCC(=O)N1CC2(CCC)CN(C(=O)CCC)CC(CCC)(C1)C2=O,i,i,i,i,i,i,i,i,i,i,i
Cn1c(=O)c2[nH]c(NCCCN3CCOCC3)nc2n(C)c1=O,i,i,i,i,i,i,i,i,i,i,i
CCS(=O)(=O)c1ccc(O)c(NC(=O)/C=C/c2ccc(Cl)cc2)c1,i,i,i,i,i,i,i,i,i,i,i
CCOc1cccc2cc(C(=O)N3CCc4ccccc4C3)c(=O)oc12,i,i,i,i,i,i,i,i,i,i,i
Cc1c[n+]([O-])ccc1Oc1ccc([N+](=O)[O-])cc1,i,i,i,i,i,i,i,i,i,i,i
CCC(=O)c1cn(CC(=O)O)c2ccccc12,i,i,i,i,i,i,i,i,i,i,i
CCc1ccccc1N(CC(=O)NCc1ccco1)C(=O)CCC(=O)Nc1ccccn1,i,i,i,i,i,i,i,i,i,i,i
O=C(CSc1nnnn1-c1ccc2c(c1)OCCO2)c1cccc2c1OCCO2,i,i,i,i,i,i,i,i,i,i,i
Cc1noc(-c2ccccc2OC(=O)c2ccccc2)n1,i,i,i,i,i,i,i,i,i,i,i
CCc1ccc(NC(=O)CSc2nc3[nH]ncc3c(=O)[nH]2)cc1,i,i,i,i,i,i,i,i,i,i,i
O=C(N(Cc1ccccc1)c1ccccn1)C12CC3CC(CC(C3)C1)C2,i,i,i,i,i,i,i,i,i,i,i
Cc1cc(C)c(CN2CCC(n3nccc3NC(=O)C3CCOC3)CC2)cc1C (configuration not stated),i,i,i,i,i,i,i,i,i,i,i
O=S(=O)(Nc1ccc(O)c(Sc2nc3ccccc3s2)c1)c1ccc(Cl)cc1,i,i,i,i,i,i,i,i,i,i,i
CC(c1cccs1)N(Cc1ccco1)C(=S)Nc1ccc(F)c(Cl)c1 (configuration not stated),i,i,i,i,i,i,i,i,i,i,i
CC1CCN(c2nc3c(c(=O)[nH]c(=O)n3C)n2CCSc2nc3ccccc3o2)CC1,x,i,i,i,i,i,x,i,x,x,x
O=C(CCCN1C(=O)/C(=C/c2cccs2)SC1=S)Nc1cc([N+](=O)[O-])ccc1O,i,i,i,i,i,i,i,i,i,i,i
O=C(Nn1c(-c2ccncc2)nc2ccccc2c1=O)c1ccc(Br)cc1,i,i,i,i,i,i,i,i,i,i,i
CCn1cc(C(=O)N2CC(C)CC(C)C2)c(=O)c2cc(S(=O)(=O)N(C)C)ccc21 (configuration not stated),i,i,i,i,i,i,i,i,i,i,i
# Later entries:
SMILES,ANO1 block,TRPC6 inhibitor,TRPC4 act,TRPC4 block,RGS4 inh,TRPC6 activator,MrgX1 antag,TRPC4 potent,ANO1 activ,MrgX1 agonist,MrgX1 PAM
O=C(NCCC1CCCCN1S(=O)(=O)c1ccccc1)C(=O)NCc1ccccc1F (configuration not stated),i,i,i,i,i,i,i,i,i,i,i
CS(=O)(=O)N(CC(=O)Nc1ccccc1Sc1ccccc1)c1cccc(Br)c1,i,i,i,i,i,i,i,i,i,i,i
Cc1cc(C(=O)N/N=C2\CC(=O)CC(C)(C)C2)c(C)n1-c1ccc(F)cc1,i,i,i,i,i,i,i,i,i,i,i
CC(CCN1CCN(c2ccccn2)CC1)c1ccccc1 (configuration not stated),i,i,i,i,i,i,i,i,i,i,i
CC(C(=O)Nc1cccc(Br)c1)c1ccc([N+](=O)[O-])cc1 (configuration not stated),i,i,i,i,i,i,i,i,i,i,i
CC(C)(NO)/C(=N\O)c1ccc(Cl)cc1,i,i,i,i,i,i,i,i,i,i,i
CCc1ccc(C2CC(c3ccccc3Cl)Nc3nc(N)nn32)cc1 (configuration not stated),i,i,i,i,i,i,-5.1*,i,i,i,i
Cc1nc2ncnn2c(C)c1CCC(=O)N1CCc2ccccc21,i,i,i,i,i,i,i,i,i,i,i
COc1ccccc1-c1nnc(SC(C)C(=O)N2CCOCC2)o1 (configuration not stated),i,i,i,i,i,i,i,i,i,i,i
COc1ccc(CCn2c(C)cc(C(=O)COC(=O)c3cnccn3)c2C)cc1,i,i,i,i,i,i,i,i,i,i,i
CCOC(=O)N1CCN(Cc2nc3cc(NC(=O)c4cccs4)ccc3n2CC)CC1,i,i,i,i,i,i,i,i,i,i,i
COC(=O)CSc1c(-c2ccccc2)c2cc(Cl)ccc2[nH]c1=O,i,i,i,i,i,i,i,i,i,i,i
O=C(Nc1cccc(F)c1)Nc1ccccn1,i,i,i,i,i,i,i,i,i,i,i
CCOC(=O)N1CCN(S(=O)(=O)c2cn(C)c(=O)n(C)c2=O)CC1,i,i,i,i,i,i,i,i,i,i,i
Cc1ccc(C2=Nc3ccccc3N=C(c3ccc([N+](=O)[O-])cc3)C2)c(O)c1,i,i,i,i,i,i,i,i,i,i,i

# The order is random; 5.8% or so of the library scored in one or more.
